Bioassay records deposited in PubChem BioAssay by Broad Institute.
NIH3T3 HSF-1 reporter: GFP reporter loss versus dox-driven RFP – NIH3T3 R4 cells, cherry-pick, set 3, dose response (AID 493083) | NIH3T3 R4 HSF-1 GFP reporter, heat shock, 48 h | activity change, negative = inhibition, % at the top dose, mostly 19.5 µM; hits show AC50 in µM | 2,400 compounds, 4% hits;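 active = compounds lowering signal whose fitted AC50 is at most ten times the top tested dose; inconclusive = flat fit with moderate inhibition, or poor curve fit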;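 note: 0% = neutral control wells and -100% = didemnin B positive control; many of its hits are not listed in these tables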
Starred values were filed as active, the others as inactive; ? = inconclusive.

SMILES	NIH3T3 HSF-1 reporter
c1ccc(-c2ccc(-c3nc(-c4ccccn4)no3)cc2)cc1	52%
COc1ccc(CNC(=O)c2sc(=S)n(-c3ccccc3)c2N)cc1	-2%
COc1ccc(CN(C)C(=O)c2cc(S(=O)(=O)N3CCOCC3)ccc2N2CCCC2)cc1	4%
CC1CCCN(C(=O)CSc2nnc(-c3ccc(O)cc3)o2)C1 (configuration not stated)	-6%
COc1cc(CCC(=O)OCn2nnc3ccccc3c2=O)cc(OC)c1OC	-2%
Cc1cc(NC(=O)Cn2ccc([N+](=O)[O-])n2)no1	-4%
CCOC(=O)Cn1c(=O)oc2cc(S(=O)(=O)NCCC(C)C)ccc21	0%
Cc1oc(-c2ccc3c(c2)OCCO3)cc1C(=O)O	-4%
O=C(CC(Nc1ccc(Cl)cc1Cl)C(=O)O)c1ccccc1 (configuration not stated)	6%
CCc1ccc(C(=O)N/N=C(\C)c2ccncc2)s1	3%
CC1(C)NC(=O)N(CC(O)CN(c2ccccc2)S(=O)(=O)c2ccc([N+](=O)[O-])cc2)C1=O (configuration not stated)	-2%
COC(=O)C1=C(C)N(CCCC(=O)O)C(=O)NC1c1ccc(C#N)cc1 (configuration not stated)	0%
CC(C)(C)OC(=O)C1C(=O)CC(C)(O)C(C(=O)OC(C)(C)C)C1c1cccnc1 (configuration not stated)	-1%
CC[n+]1c(/C=C/Nc2ccccc2)oc2ccccc21	50%
CCOC(=O)/C(=C\c1ccc([N+](=O)[O-])cc1)C(=O)c1cc(C(C)=O)c(Nc2ccccc2)s1	12µM*
O=C(NCc1ccccc1)C1CCCN(S(=O)(=O)c2cccc3nsnc23)C1 (configuration not stated)	4%
O=C(NCCCN1CCC(Cc2ccccc2)CC1)C1CC(=O)N(C2CCCC2)C1 (configuration not stated)	-2%
CCOC(=O)C1(C)NC(c2ccc(O)cc2)C2C(=O)N(c3ccccc3)C(=O)C21 (configuration not stated)	-2%
CC1(C)Cc2c(C#N)c(SCCC#N)nc(N3CCOCC3)c2CO1	-3%
CCOC(=O)C1=NOC2C3CC(C12)C1C(=O)N(CCc2ccc(OC)c(OC)c2)C(=O)C31 (configuration not stated)	-5%
Cc1cc(C)cc(OCC(O)CN2CCN(C(=O)c3ccco3)CC2)c1 (configuration not stated)	-2%
CCC(=O)CCC(=O)c1ccc2ccccc2c1	8%
CCOC(=O)c1c(C)[nH]c(C(=O)OCC(=O)Nc2sccc2C(N)=O)c1C	?
O=C(Cn1cc(C(=O)c2ccco2)c2ccccc21)NC1CCCCC1	6%
O=C(CC1Nc2ccccc2NC1=O)Nc1ccccc1NC(=O)CC1Nc2ccccc2NC1=O (configuration not stated)	?
OC1OC[C@@H](O)[C@H](O)[C@H]1O (some centres not stated)	-1%
Cc1ccc(Cn2c(C3CCCN3c3nc(C)cs3)nc3cc(C(F)(F)F)ccc32)cc1 (configuration not stated)	7%
COc1ccc(CNC(=O)CCCCCNC(=O)N2CCn3c2nc2ccccc23)cc1	2%
O=C(Nc1cccc(O)c1)c1cc(-c2ccccc2Cl)on1	3%
COc1ccc(/C=C/C(=O)NC(=S)NCCc2ccc(OC)c(OC)c2)cc1	0%
COC(=O)[C@@H]1Cc2c([nH]c3ccccc23)C(C)(C)N1C(=O)CCl	24%
N/C(=N\OC(=O)Cc1ccccc1[N+](=O)[O-])c1cccnc1	-2%
c1ccc(Cn2c[n+](Cc3ccccc3)cn2)cc1	-1%
O=C(NC1CCCCC1)C1CCN(c2nccs2)CC1	-5%
CC(C(=O)NC1CC(C)(C)NC(C)(C)C1)c1ccc([N+](=O)[O-])cc1 (configuration not stated)	1%
O=C(O)c1cccc(NC(=S)NC(=O)c2ccc3ccccc3c2)c1	0%
Cn1nc(N)c2c(-c3ccccc3)c(C#N)c(N)nc21	6%
CC(=O)c1ccc(NC(=O)C2CCN(S(=O)(=O)c3cccc4cccnc34)CC2)cc1	-6%
Cc1ccnc(N2CCCC(C(=O)NCc3cccs3)C2)n1 (configuration not stated)	-3%
CCCCN(C)C(=O)CCC(=O)Nc1ccc2nc(N3CCN(C)CC3)cc(C)c2c1	-8%
O=[N+]([O-])c1ccc(Nc2ccc(F)cc2)cc1	1%
Clc1ccc(Nc2ccc(Cl)nn2)cc1	15%
COc1ccccc1NC(=O)[C@H](COCc1ccccc1)NC(=O)OC(C)(C)C	6%
Cc1ccccc1Cn1ccc(NC(=O)c2cnn3c(C(F)(F)F)cc(-c4ccco4)nc23)n1	-4%
O=C(/C=C/c1cnc2ccccc2n1)NC12CC3CC(CC(C3)C1)C2	1%
CCOc1ccccc1CNC(=O)CCn1ccc2cc(S(=O)(=O)N3CCCCC3)ccc21	21%
O=C(CS(=O)(=O)Cc1ccccc1)NCC1CCCO1 (configuration not stated)	17%
COC(=O)/C(=C1/Oc2cc(C)oc(=O)c2S1)C(F)(F)F	?
O=C(Nc1nc2cc3c(cc2s1)OCCO3)C1=COCCO1	3%
COc1cc([C@@H]2c3cc4c(cc3[C@H](O)[C@H]3COC(=O)[C@H]23)OCO4)cc(OC)c1OC	-1%
Cc1ccc(/C(N)=N/OC(=O)CN(C)S(=O)(=O)c2ccc(C)cc2)cc1	9%
O=C(O)CSc1ccccc1C(=O)O	-3%
COc1ccc(O)c(-c2c(-c3ccc(Cl)cc3)n[nH]c2C)c1	-2%
CCOC(=O)c1cc2occc2n1CC(=O)N1CCCc2ccccc21	3%
CN(C)c1ccc(-c2nc3n(n2)C(c2cccnc2)C2=C(CC(C)(C)CC2=O)N3)cc1 (configuration not stated)	-12%
Cc1ccc(S(=O)(=O)N(C)c2c(C)ccc(S(=O)(=O)N3CCN(C)CC3)c2C)cc1	0%
CCC(C)(NC(=O)c1ccccn1)C(=O)NC1CCCCC1 (configuration not stated)	11%
CCN(CC)C(=S)SCC(=O)Nc1nc(=O)c2ccccc2s1	-3%
Cc1cc(=O)n2nc(-c3ccc(C(F)(F)F)cc3)sc2n1	-9%
O=C(CCl)Nc1ccc(-c2ccccc2)cc1	17µM*

Going on with the list:
SMILES	NIH3T3 HSF-1 reporter
Cc1ccc(/C=C2\SC(=S)N(CCCC(=O)Nc3cccnc3)C2=O)cc1	-2%
Cc1nc(Nc2ccc3c(c2)OCCO3)c2nnn(Cc3ccccc3Cl)c2n1	10%
CCC(=O)N1C(C(=O)N2CCCC2)CSC1c1ccc(OC)cc1 (configuration not stated)	0%
Cc1ccc(N=N/C(=C\O)C(=O)c2ccc(Cl)cc2)cc1	-7%
COC(=O)c1cc(COc2ccc3oc(C)c(C(=O)OC(C)C)c3c2)c(C)o1	8%
COc1ccc(OC2C(=O)N(Cc3ccc4c(c3)OCO4)C2c2sccc2C)cc1 (configuration not stated)	39%
Cc1ccnc(NC(c2ccsc2)c2ccc3ccc(C)nc3c2O)c1 (configuration not stated)	77%
COc1ccccc1N1CC(C)C(=O)NC1=S (configuration not stated)	-12%
CNC(=O)C1C(=S)NC(N)=C(C#N)C1c1ccccc1 (configuration not stated)	0%
CC(C)Oc1cccc(C(=O)NC(=S)Nc2ccccc2)c1	2%
CCOc1ccc(CC(=O)N2CCC3(CC2)NCCc2[nH]cnc23)cc1	-6%
COc1cccc(C(=O)Nc2ccc(NC(=O)C3CC=CCC3C(=O)O)cc2)c1 (configuration not stated)	3%
CN1CCc2c(sc(/N=C/c3cc(C(C)(C)C)ccc3O)c2C#N)C1	15%
COc1ccc(CC(=O)Nc2cc(C)on2)cc1	?
CNC(=O)NC(=O)COC(=O)c1ccc(-n2c(C)ccc2C)cc1	-2%
Cc1ccccc1NC(=S)NNC(=O)c1csc2c1CCC(C)C2 (configuration not stated)	40%
O=S(=O)(NCc1ccccn1)c1ccc(F)cc1	-4%
COc1ccc(N(C)C(=O)c2oc(=O)c3ccccc3c2-c2ccccc2)c(OC)c1	-1%
Cc1ccc(N2C(=O)N(CC(=O)NC(N)=O)C(=O)C2C)cc1 (configuration not stated)	-1%
COc1ccc(-n2nc(C(=O)NCC(=O)NCc3ccccc3OC)c3ccccc3c2=O)c(OC)c1	-1%
CCOC(=O)c1c(C)[nH]c2c1-c1ccccc1C(=O)C2=O	1.4µM*
O=C1OC(N2CCN(C/C=C/c3ccccc3)CC2)c2ccccc21 (configuration not stated)	1%
O=C(O)c1cccc(NC(=O)c2ccccc2NC(=O)c2ccccc2F)c1	-2%
CCCN1CCC(=O)N([C@H](CSc2ccccc2)Cc2ccccc2)CC1	31%
O=C(CCCCCn1c(=S)[nH]c2cc3c(cc2c1=O)OCO3)N1CCN(C(=O)c2ccco2)CC1	4%
CCN(CC)c1ccc2nc3c4ccccc4c(=O)cc-3oc2c1	?
Cc1ccc2nc(N3CCN(Cc4nnnn4Cc4ccccc4)CC3)c(C#N)cc2c1	5%
Cc1cccc(CS(=O)(=O)c2nnc([C@H](Cc3ccccc3)NC(=O)OC(C)(C)C)o2)c1	?
Cc1ccc([N+](=O)[O-])c(OCCCN2CCC(Cc3ccccc3)CC2)c1	0%
CC(=O)c1ccc(NC(=O)C(C)n2nc(-c3ccccc3)c3cc(Cl)ccc32)cc1 (configuration not stated)	11%
CC1(C)CC(NCc2ccc3c(c2)OCO3)CCO1 (configuration not stated)	-10%
COC(=O)c1ccc(NC(=O)NC2CCCCC2)cc1	5%
O=C(c1cc2c(s1)-c1ccccc1OC2)N1CCN(c2ccccc2)CC1	7%
C=CCn1c(CCCNC(=O)C(C)(C)C)nc2ccccc21	5%
CCC(N=c1cc(-c2ccc(OC)c(OC)c2)oc2ccc(C)cc12)C(=O)O (configuration not stated)	-3%
Cn1ccnc1C1CCCCN1C(=O)c1cc(COc2ccc(F)cc2Cl)on1 (configuration not stated)	8%
CC1=C(C#N)c2nc(N)c(C#N)c(C)c2/C1=C\c1ccc(OCC(=O)O)c(Cl)c1	2%
COc1ccc(-n2nc(C)cc2N)cc1	0%
Cc1ccc(-n2cc(C(=O)c3ccccc3O)cn2)cc1	-4%
Cc1ccccc1C(=O)NC[C@@H]1CCCN2CCCC[C@H]12	-5%
COc1ccc(Nc2nc(C)cc(C)c2C#N)cc1OC	7%
CS(=O)(=O)c1ccc(C(=O)OCc2nnc(-c3ccc(Cl)cc3)o2)cc1[N+](=O)[O-]	?
CN=C1S/C(=C\c2cc(C)n(-c3ccccc3F)c2C)C(=O)N1C	-10%
COc1ccc(-c2noc(N3CCC(C(=O)NCCCN4CC(C)CC(C)C4)CC3)n2)cc1 (configuration not stated)	3%
COc1ccccc1Nc1nc(NCCCN(C)C)nc(N)c1[N+](=O)[O-]	3%
COc1cccc(CNc2ccc(S(N)(=O)=O)cc2)c1OC	6%
O=C(O)c1cccc(Nc2ccnc(Nc3cccc(C(=O)O)c3)n2)c1	-6%
CCOC(=O)c1cnc2ccc(C(=O)OC)cc2c1NCCCN1CCOCC1	0%
CCOC(=O)C1=C(N)OC2=C(C(=O)CC(C)(C)C2)C1c1ccccc1OCC#N (configuration not stated)	-1%
COc1ccc(CN2C(=NC(=O)CCC3CCCC3)SC3CS(=O)(=O)CC32)cc1 (configuration not stated)	1%
COc1cccc(/C=C(\C#N)c2nc3ccccc3[nH]2)c1OCC(=O)O	-5%
CCCCn1c(SCC(=O)NCc2ccco2)nc2c(sc3ccccc32)c1=O	-3%
COC(=O)CN1C(=O)Nc2ccc(C)cc2C1c1ccccc1 (configuration not stated)	-3%
CC1CCCCN1CC(=O)Nc1ccccc1Sc1ccccc1 (configuration not stated)	9%
CC(C)(C)c1ccc(C(=O)Nc2ccc(CC(=O)O)cc2)o1	-3%
CCOc1ccc(NC(=O)C(C)NS(=O)(=O)c2ccc(NC(C)=O)cc2)cc1 (configuration not stated)	-2%
COc1ccc(OC)c(NC(=O)CSCC(=O)O)c1	-9%
CC(=O)Oc1ccc(OC(C)=O)c(SCCCCCCl)c1	?
CC(CCc1ccccc1)NC(=O)CCNS(=O)(=O)c1ccccc1 (configuration not stated)	2%
CC(C)(C)c1ccc(-c2nnc3sc(-c4ccccn4)nn23)cc1	4%
CN(CC(=O)Nc1cccc(F)c1)CC(=O)Nc1cccc(S(N)(=O)=O)c1	-1%
Cc1cc(/C=C2\Cc3ccccc3C2=O)c(C)n1-c1ccccc1	46%

Molecules above that contain a COOH group:
SMILES	NIH3T3 HSF-1 reporter
Cc1oc(-c2ccc3c(c2)OCCO3)cc1C(=O)O	-4%
O=C(CC(Nc1ccc(Cl)cc1Cl)C(=O)O)c1ccccc1 (configuration not stated)	6%
COC(=O)C1=C(C)N(CCCC(=O)O)C(=O)NC1c1ccc(C#N)cc1 (configuration not stated)	0%
O=C(O)c1cccc(NC(=S)NC(=O)c2ccc3ccccc3c2)c1	0%
O=C(O)CSc1ccccc1C(=O)O	-3%
COc1cccc(C(=O)Nc2ccc(NC(=O)C3CC=CCC3C(=O)O)cc2)c1 (configuration not stated)	3%
O=C(O)c1cccc(NC(=O)c2ccccc2NC(=O)c2ccccc2F)c1	-2%
CCC(N=c1cc(-c2ccc(OC)c(OC)c2)oc2ccc(C)cc12)C(=O)O (configuration not stated)	-3%
CC1=C(C#N)c2nc(N)c(C#N)c(C)c2/C1=C\c1ccc(OCC(=O)O)c(Cl)c1	2%
O=C(O)c1cccc(Nc2ccnc(Nc3cccc(C(=O)O)c3)n2)c1	-6%
COc1cccc(/C=C(\C#N)c2nc3ccccc3[nH]2)c1OCC(=O)O	-5%
CC(C)(C)c1ccc(C(=O)Nc2ccc(CC(=O)O)cc2)o1	-3%
COc1ccc(OC)c(NC(=O)CSCC(=O)O)c1	-9%

Not all compounds are listed (hit frequency here may not be typical).
